GLP-1R agonist = qHTS of GLP-1 Receptor Agonists. AID 624172, 2012. HEK293 GLP-1R CRE-luciferase, luminescence, 4-6 h; cells express a hypersensitive GLP-1R form. 380,000 compounds, 0.007% hits. Glucagon-like peptide 1 receptor (Homo sapiens), P43220. Potency, µM (doses to about 45.6 µM), without a hit: at the top dose activation, usual class: activators; further: potency means the concentration at half of the fitted maximal effect; % of control where 0% means no effect
PLK1 PBD inh = qHTS for Inhibitors of PLK1-PDB (polo-like kinase 1 - polo-box domain): Primary Screen. Potency, µM, without a hit: max response, negative = inhibition, usual class: inhibitors. 360,000 compounds, 2.8% hits. AID 720504, 2013. Plk1 PBD binding of FITC phosphopeptide, fluorescence polarization; further: potency means the concentration at half of the fitted maximal effect; series mostly up to about 57 µM; on the % scale 0 is the no-effect control and ±100 the full control effect; nearly all actives have a fitted effect of over 65% in size
WRN helicase inh = qHTS for Inhibitors of WRN Helicase. WRN helicase unwinding, fluorescent forked duplex, kinetic. Potency, µM (top dose mostly 114 µM), for inactives: at the highest dose activity change, negative = inhibition, hits mostly inhibitors. 360,000 compounds, 0.46% hits. Bifunctional 3'-5' exonuclease/ATP-dependent helicase WRN (Homo sapiens), Q14191; further: potency means the concentration at half of the fitted maximal effect; on the % scale 0 is the no-effect control and ±100 the full control effect; nearly all actives have a fitted effect of over 55% in size
Target sequence (Q14191 whole entry, looked up): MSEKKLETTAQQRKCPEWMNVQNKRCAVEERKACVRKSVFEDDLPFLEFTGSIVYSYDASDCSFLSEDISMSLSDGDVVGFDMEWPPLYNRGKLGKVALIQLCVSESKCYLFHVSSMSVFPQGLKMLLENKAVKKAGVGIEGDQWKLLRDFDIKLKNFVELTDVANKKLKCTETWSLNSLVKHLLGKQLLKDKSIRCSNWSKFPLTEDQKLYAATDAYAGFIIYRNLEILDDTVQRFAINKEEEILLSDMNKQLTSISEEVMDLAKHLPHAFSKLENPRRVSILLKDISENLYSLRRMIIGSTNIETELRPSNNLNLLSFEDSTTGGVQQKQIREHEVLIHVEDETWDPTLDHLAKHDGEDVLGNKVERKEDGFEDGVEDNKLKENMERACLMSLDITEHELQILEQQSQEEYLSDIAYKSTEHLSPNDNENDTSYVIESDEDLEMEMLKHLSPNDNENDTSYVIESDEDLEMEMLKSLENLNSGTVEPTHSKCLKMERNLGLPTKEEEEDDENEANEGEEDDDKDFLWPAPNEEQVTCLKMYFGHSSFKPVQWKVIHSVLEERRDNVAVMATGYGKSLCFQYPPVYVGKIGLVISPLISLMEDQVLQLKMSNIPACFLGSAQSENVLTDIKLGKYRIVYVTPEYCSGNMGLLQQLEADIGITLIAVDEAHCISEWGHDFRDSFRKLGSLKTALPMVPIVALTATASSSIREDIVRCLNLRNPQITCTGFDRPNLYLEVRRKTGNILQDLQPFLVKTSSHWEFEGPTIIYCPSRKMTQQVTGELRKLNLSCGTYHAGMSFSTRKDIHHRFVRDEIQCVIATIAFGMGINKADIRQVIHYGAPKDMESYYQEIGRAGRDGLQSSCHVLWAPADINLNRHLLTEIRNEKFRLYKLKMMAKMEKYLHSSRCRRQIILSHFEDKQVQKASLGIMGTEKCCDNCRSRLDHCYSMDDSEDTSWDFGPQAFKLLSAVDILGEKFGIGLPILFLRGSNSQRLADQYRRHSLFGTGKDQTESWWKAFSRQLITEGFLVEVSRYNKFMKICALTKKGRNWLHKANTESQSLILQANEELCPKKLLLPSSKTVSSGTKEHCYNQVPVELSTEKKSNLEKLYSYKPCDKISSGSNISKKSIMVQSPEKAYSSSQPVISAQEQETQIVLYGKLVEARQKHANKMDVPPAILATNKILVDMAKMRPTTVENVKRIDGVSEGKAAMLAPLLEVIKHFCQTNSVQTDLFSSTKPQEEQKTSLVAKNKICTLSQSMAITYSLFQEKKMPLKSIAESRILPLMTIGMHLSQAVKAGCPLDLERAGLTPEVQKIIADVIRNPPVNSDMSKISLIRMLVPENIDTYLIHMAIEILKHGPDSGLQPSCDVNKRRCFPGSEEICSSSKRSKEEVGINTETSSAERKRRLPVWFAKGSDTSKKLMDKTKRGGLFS
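Kinetic red-fluorescence monitoring (525/598 nm) tracks WRN helicase activity after 100 nM fluorophore-quencher forked duplex and 2 mM ATP are added to 20 nM enzyme pretreated 15 min at room temperature with compound.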
GLP1R inv ag = qHTS of GLP-1 Receptor Inverse Agonists (Inhibition Mode). HEK293 GLP-1R CRE-luciferase, luminescence, 24 h; GLP-1R form is constitutively active. 410,000 compounds, 1.6% hits. AID 624417, 2012. Potency, µM (doses to about 38.3 µM), inactives show at the top dose activity change, negative = inhibition, most hits filed as inhibitors. Glucagon-like peptide 1 receptor (Homo sapiens), P43220; further: potency means the concentration at half of the fitted maximal effect; on the % scale 0 is the no-effect control and ±100 the full control effect; nearly all actives have a fitted effect of over 55% in size
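Seeding at 200 cells/uL, 12 h culture, 24 hr compound treatment, then luciferase reagent and a luminescence read; cells are HEK293 stably expressing a constitutively active GLP-1R plus cAMP-responsive luciferase.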
IL-2 act = qHTS of IL-2 Activators; IL-2 activation reporter assay, cell-based qHTS; stimulated with anti-CD3/CD4/CD28 beads; in transgenic mouse T cells; activation, % (series mostly up to about 46 µM); 360,000 compounds, 0.065% hits; AID 652025, 2013; in the data active means activation above about 50%; inconclusive means mostly about 30% to 49%; further: 0% is about no effect
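Using fluorescent plate cytometry, EGFP and DsRed are detected in transgenic mouse T cells stimulated 18 h at 37 degrees C with antibody-coated beads after 60 min compound pretreatment.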
PI5P4K alpha inh = qHTS for Inhibitors of phosphatidylinositol 5-phosphate 4-kinase (PI5P4K) | Phosphatidylinositol 5-phosphate 4-kinase type-2 alpha (Homo sapiens), P48426 | PI5P4Kalpha enzyme, ADP-Glo luminescence, 60 min; active compounds read low | max response, % | 330,000 compounds, 1.2% hits; active means max response of -50% or lower; inconclusive means between -30% and -50%; inactive means -30% or higher; further: value at the top dose of about 77 µM; on the % scale 0 is the no-effect control and ±100 the full control effect
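Quantitative HTS of the MLSMR library against PI5P4Kalpha with substrate. ATP added last at 5 microM final; room temperature, 60 minutes. Remaining ATP depleted, ADP converted and read as luminescence.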
DRD3 antagonist = qHTS of D3 Dopamine Receptor Antagonist: qHTS | D3R cells, DiscoveRx beta-arrestin luminescence, antagonist mode; active compounds read low | max response, negative = inhibition, % | 360,000 compounds, 2.5% hits | AID 652054, 2013; in the data active means max response below about -50%; inconclusive means no clear call, values can overlap the other calls; further: on the % scale 0 is the no-effect control and ±100 the full control effect; mostly tested at two doses, the higher about 12 µM
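Cells plated overnight at 1500 cells/well, then exposed to library compounds with dopamine controls for 90 minutes at 37 degrees C. DiscoveRx reagent added for 30–60 minutes at room temperature; luminescence read, quantitative HTS format.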
GLP1R cytotox = qHTS of GLP-1 Receptor Inverse Agonists: Cytotox Screen; HEK293 cAMP-luciferase reporter cells, luminescence, 24 h; Potency, µM (series often up to 38.3 µM), without a hit: at the highest dose activity change, negative = inhibition, hits mostly inhibitors; 410,000 compounds, 0.13% hits; AID 624418, 2012;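 further: loss of luciferase light is scored as toxicity; potency means the concentration at half of the fitted maximal effect; on the % scale 0 is the no-effect control and ±100 the full control effect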
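To flag toxic compounds, the library was rerun on cells for 24 hr at 37 deg C and 5% CO2. Viability-linked luminescence was captured 12 min after adding luciferase detection reagent.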
DRD3 agonist = qHTS of D3 Dopamine Receptor Agonist: qHTS | AID 652048, 2013 | D(3) dopamine receptor (Homo sapiens), P35462 | D3R DiscoveRx beta-arrestin cells, luminescence, 90 min | 410,000 compounds, 0.58% hits | max activation, %; in the data active means max activation above about 30%; further: 0% is about no effect; mostly tested at two doses, the higher about 12 µM
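Agonist mode: compounds and dopamine controls were applied to plated cells for 90 min at 37 degrees C after an overnight attachment at 1500 cells/well. Luminescent read-out followed 30 - 60 minutes at room temperature with DiscoveRx detection reagent.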
Starred values were filed as active, the others as inactive; ? = inconclusive; . = no result given; [ ] = remark or other dose. Unless noted, the call rests on the fitted dose curve; in most records, active means well fitted curve in the direction sought with a large enough effect; inconclusive means small, poorly fitted or top-dose-only effect, or another doubt; inactive means no such curve, though single readings can be large; an effect the other way counts as inactive or inconclusive.

Fields – IL-2 act	DRD3 agonist	WRN helicase inh	GLP1R cytotox	DRD3 antagonist	GLP-1R agonist	PLK1 PBD inh	PI5P4K alpha inh	GLP1R inv ag
1) Fc1ccc(CSc2nc3ncccc3[nH]2)cc1
  0.1	1.7	-5.8%	1.9%	-14.9	15.8%	?	-0.8	1.5%
2) Cc1cc(N2CCOCC2)n2ncc(-c3ccc(Cl)cc3)c2n1
  -0.3	5.8	12.0%	5.3%	-0.1	1.1%	-2.8%	3.4	13.1%
3) CN(C)[C@H]1CCN([C@H]2CS(=O)(=O)N[C@@H]2COCc2ccccc2)C1
  1.0	8.3	-4.5%	4.4%	25.6	3.4%	-0.6%	4.5	7.4%
4) C(=N\n1cnnc1)/c1ccc2ncccc2c1
  -0.1	0.9	0.6%	1.8%	4.6	3.6%	-0.9%	-0.6	13.4%
5) CC1=NCCN1S(=O)(=O)c1c(C(C)C)cc(C(C)C)cc1C(C)C
  -0.8	-4.6	-3.2%	-3.8%	-13.3	13.7%	-15.8%	6.9	?
6) COc1ccc(S(=O)(=O)NC2CCCCCC2)cc1C(N)=O
  -4.4	0.6	-2.6%	-5.0%	1.3	-0.9%	-0.4%	-2.7	14.8%
7) CC(=O)c1c(C)[nH]c(C(=O)Nc2ccc(C)cc2Br)c1C
  -0.1	1.3	-5.4%	?	-5.9	24.4%	-8.2%	1.7	1.7%
8) CC(OC(=O)c1oc2ccccc2c1COc1ccccc1)C(N)=O (configuration not stated)
  -3.4	-4.7	-1.9%	-7.3%	27.8	-3.8%	5.0%	2.6	?
9) COc1ccc(S(=O)(=O)N2CCCN(Cc3cccc(F)c3)CC2)cc1
  1.5	-2.2	2.3%	-1.0%	8.6	1.6%	-10.3%	1.6	?
10) O=S(=O)(NCc1ccc(F)cc1)c1ccc(-n2cccn2)cc1
  -2.5	-8.6	-2.7%	-10.5%	?	8.0%	-13.9%	-0.2	-20.0%
11) CCOc1ccc(Nc2nc(Cc3nnc(SCC(=O)NC4CCCC4)n3C)cs2)cc1
  -1.4	-5.0	-5.1%	-19.0%	-15.3	-0.3%	-15.0%	.	-3.5%
12) Cc1ccccc1NC(=O)Cc1nc(COC(=O)c2ccc(C(F)(F)F)cc2)cs1
  1.6	-3.5	19.0%	6.1%	-11.9	-2.1%	-6.1%	11.0	-2.4%
13) CC1(C)CC(Cc2ccccc2C(F)(F)F)N(C(=O)OC(C)(C)C)C1 (configuration not stated)
  -0.9	4.7	-5.4%	2.2%	0.0	.	-2.4%	8.3	11.4%
14) O=c1c2ccccc2oc2nc3n(c(=O)c12)CCCS3
  -0.6	-6.2	-11.3%	-18.0%	-19.3	-6.2%	-17.6%	.	0.0%
15) CC(Sc1nc2ccccc2[nH]1)C(=O)Nc1ccc2c(c1)OCCO2 (configuration not stated)
  -0.9	2.1	-4.0%	-12.4%	14.4	1.3%	-6.8%	-2.1	-13.1%

Next part (2 carried over from the part before).
Fields – IL-2 act	DRD3 agonist	WRN helicase inh	GLP1R cytotox	DRD3 antagonist	GLP-1R agonist	PLK1 PBD inh	PI5P4K alpha inh	GLP1R inv ag
14) O=c1c2ccccc2oc2nc3n(c(=O)c12)CCCS3
  -0.6	-6.2	-11.3%	-18.0%	-19.3	-6.2%	-17.6%	.	0.0%
15) CC(Sc1nc2ccccc2[nH]1)C(=O)Nc1ccc2c(c1)OCCO2 (configuration not stated)
  -0.9	2.1	-4.0%	-12.4%	14.4	1.3%	-6.8%	-2.1	-13.1%
16) O=C(NCc1ccc(Cl)cc1)c1cccc(S(=O)(=O)N2CCCC2)c1
  2.9	-8.8	-5.3%	-1.0%	15.2	-0.7%	-11.4%	3.3	?
17) O=c1c2ccccc2c(-c2ccccc2)nn1Cc1ccc(Cl)cc1
  1.8	-15.3	-4.0%	-3.8%	0.0	5.5%	-5.7%	10.7	10.5%
18) Cc1ccc(CC(=O)Nc2ccc(F)c([N+](=O)[O-])c2)cc1C
  -0.2	2.3	-5.1%	18.1%	15.9	-3.7%	-0.9%	1.8	-24.5%
19) COC(=O)c1c[nH]n2c(=O)c(Cl)c(C)nc12
  -3.0	4.0	-4.7%	6.5%	3.6	0.2%	-2.7%	-3.8	23.7%
20) Cc1ccc(Sc2c(C)[nH]n(C(C)(C)C)c2=O)cc1
  -2.6	-0.5	4.8%	9.5%	-13.1	-10.5%	-12.5%	.	-1.6%
21) N#Cc1c(-c2ccc(Br)cc2)cc(-c2cccnc2)nc1N
  2.8	-11.3	5.2%	3.8%	-16.9	-0.9%	-20.1%	5.1	2.7%
22) COc1ccc(-n2ccc(-c3nn(-c4cccc(C(F)(F)F)c4)ccc3=O)n2)cc1
  1.6	-7.7	-0.1%	-3.0%	?	18.4%	-9.3%	-0.2	91.7%[activator]
23) O=C(c1ccc(Cn2cc(Br)cn2)o1)N1N=C(C(F)F)CC1(O)C(F)F (configuration not stated)
  0.0	-11.9	-4.9%	-1.9%	-5.8	-1.4%	-2.9%	.	-24.2%
24) O=C(O)CC/C(=N\Nc1ccc(Cl)cc1)c1cccs1
  1.0	4.2	5.6%	-3.0%	-10.5	20.3%	-15.5%	0.1	6.3%
25) O=C(NCCO)NC(=S)c1ccccc1
  -1.4	3.0	-4.4%	10.4%	-18.9	4.7%	-2.4%	-4.7	0.0%
26) CC(C)(C)OC(=O)NCCCCCNC(=O)c1[nH]cnc1C(=O)NC1CCN(C(=O)OC(C)(C)C)CC1
  -0.7	18.5	-3.9%	-11.3%	117.7	-0.4%	10.2%	5.9	?
27) COc1cccc(NS(=O)(=O)c2cc3c(cc2C)NC(=O)CO3)c1
  -3.2	-1.4	6.7%	2.6%	?	5.0%	0.1%	1.5	6.1%
28) CC1N(C)c2cc(NC(=O)c3ccco3)ccc2C1(C)C (configuration not stated)
  0.9	-15.6	50.1µM*	-11.9%	?	-9.5%	-8.4%	.	-9.9%
29) COc1ccc(-c2nc(CS(=O)CC(=O)NCc3ccc4c(c3)OCO4)c(C)o2)cc1 (configuration not stated)
  -1.5	-5.9	-4.6%	2.9%	24.8	5.1%	-7.6%	-3.8	-8.2%
30) N#C/C(=C\c1ccc(-c2ccc([N+](=O)[O-])cc2Br)o1)C(=O)N1CCN(c2ccccc2)CC1
  -0.4	5.0	-4.9%	1.5%	-3.0	6.4%	-12.8%	-2.9	14.9%
31) COc1ccc([N+](=O)[O-])cc1NC(=O)c1ccco1
  -0.1	4.1	-17.0%	0.8%	4.9	8.6%	-5.6%	-7.1	14.2%
32) O=C(CCNC(=O)c1ccc([N+](=O)[O-])cc1)NCCc1ccc(Cl)cc1
  -0.4	-0.6	6.6%	-6.1%	-15.7	1.3%	-2.1%	-0.6	?
33) COc1cccc(-n2ccnc2SCC(=O)Nc2ccccc2)c1
  -1.0	-5.1	?	-1.8%	-8.3	-2.1%	2.99µM*	?	?
34) Cc1cc(C)n(CC(=O)Nc2ccc(N3CCOCC3)c(Cl)c2)c(=O)c1C#N
  -0.3	-1.8	2.9%	3.8%	0.4	0.0%	5.5%	-2.9	10.3%
35) CCCCN(C(=O)c1ccccc1Br)C1CCS(=O)(=O)C1 (configuration not stated)
  -1.6	5.8	9.2%	-0.3%	16.5	-5.1%	-1.1%	7.9	20.7%
36) COc1cc(C2OC(c3cc(OC)c(OC)c(OC)c3)C(C)C2C)cc(OC)c1OC (configuration not stated)
  0.1	-19.5	4.2%	-1.3%	-21.3	8.4%	-7.8%	-8.5	-8.2%
37) COC(/C=C/Nc1ccc(Br)cc1)=C(C#N)C#N
  -0.2	11.9	-5.5%	9.0%	-3.1	-0.9%	-4.2%	.	1.8%
38) COC(=O)c1ccc2c(c1)N(Cc1ccccc1F)C(=O)c1ccccc1S2=O (configuration not stated)
  1.9	3.9	-11.2%	?	11.1	-5.6%	-0.5%	1.4	?
39) CCCCc1cc(=O)oc2c(CN3CCN(C)CC3)c(O)ccc12
  -2.1	-6.8	6.5%	122.7%[activator]	-17.3	-2.9%	-12.8%	-7.8	-26.5%
40) CC(NC(=O)Cc1ccc(F)cc1)c1ccccc1 (configuration not stated)
  -1.6	2.0	-0.3%	-14.9%	19.1	3.6%	-4.4%	0.1	-1.3%
41) CC(OC(=O)c1cc2sccc2n1C)C(=O)NCC1CCCO1 (configuration not stated)
  0.4	-3.4	-8.1%	7.5%	-16.5	3.4%	-6.7%	.	-2.1%
42) Nc1nc(SCC(=O)NN(c2ccccc2)c2ccccc2)n[nH]1
  -1.7	-0.7	-5.5%	-9.2%	-10.1	1.0%	-6.7%	-7.0	-8.1%
43) O=C(COC(=O)/C=C/c1ccccc1)NCCNC(=O)COC(=O)/C=C/c1ccccc1
  -2.8	1.0	5.1%	14.1%	6.5	4.7%	-8.7%	3.1	46.0%[activator]
44) COc1ccc(-c2nnc(SCC(=O)NCc3cccs3)n2C(C)C)cc1
  -0.7	3.5	-6.7%	-6.5%	24.6	7.4%	-2.3%	1.9	-22.6%
45) CCOC(=O)N1CCN(C(=O)c2ccc3c(c2)N(Cc2ccc(C)cc2)CCS3)CC1
  -2.7	10.8	-13.8%	?	55.4	0.9%	-2.9%	.	0.0%
46) O=C(NC1CCCCC1)C(c1ccncc1)N(C(=O)Cn1nnc(-c2cccs2)n1)C1CCCC1 (configuration not stated)
  -0.3	1.6	-12.3%	?	-0.9	-1.8%	-10.1%	.	0.0%
47) COC(=O)c1c(C)[nH]c(C(=O)/C=C/c2cccc(Cl)c2)c1C
  -0.7	6.3	-10.2%	?	8.0	-1.5%	3.7%	0.9	-21.6%
48) CCOc1ccccc1C(=O)OCC(=O)Nc1ccc(N2CCCCC2)cc1
  1.5	-4.3	-0.8%	10.7%	24.7	15.3%	-9.1%	-0.4	?
